GPR7 antagonist: human neuropeptides B/W receptor 1 antagonism; P48145; GPR7-expressing cells, fluorescence antagonist assay; inhibition, % at 4.4 µM; hit rate 1.1% among 290,000; AID 1861; in the data active = inhibition above about 16%, passing the limit was not always enough;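 also: cells stimulated with the agonist NPW; 0% = agonist with vehicle and 100% = vehicle without agonist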
Target sequence (P48145 whole entry, looked up): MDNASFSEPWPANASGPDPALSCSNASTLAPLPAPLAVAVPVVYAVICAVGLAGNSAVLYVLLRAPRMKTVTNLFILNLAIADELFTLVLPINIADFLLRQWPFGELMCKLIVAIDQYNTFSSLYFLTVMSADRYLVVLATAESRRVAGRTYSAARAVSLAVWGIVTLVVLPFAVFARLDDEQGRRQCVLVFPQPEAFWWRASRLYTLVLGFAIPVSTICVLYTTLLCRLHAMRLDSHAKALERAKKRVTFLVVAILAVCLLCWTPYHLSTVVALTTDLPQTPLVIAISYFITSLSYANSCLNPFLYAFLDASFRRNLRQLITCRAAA
IMP-1 inh: inhibitors of Pseudomonas aeruginosa IMP-1 metallo-beta-lactamase | inhibition, % at 5.6 µM | hit rate 0.45% among 290,000 | purified IMP-1, nitrocefin hydrolysis, epi-absorbance fluorescence | AID 1556;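 active = inhibition above the mean plus 3 SD of all compounds in the same screening run, cut at about 4.5% in these data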;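 also: 0% = IMP-1 with DMSO and 100% = DMSO wells lacking enzyme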
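System: purified IMP-1; amount: IMP-1 0.2 nM before substrate addition; compound: single dose, 5.6 µM; times: 25 °C, 15 min preincubation, 25 min reaction; signal: Epi-absorbance via hydrolysed-nitrocefin quenching of white-plate fluorescence, 480/530 nm, EDTA stop; benchmarks: DMSO with and without IMP-1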
OXTR agonist: human OXTR agonism; hit rate 0.32% among 320,000; activation, % at 3 µM; CHO-OTR cells, Fluo-8 calcium fluorescence; normalized: DMSO 0%, oxytocin 100%; P30559; AID 2435;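 active = activation above the mean of all tested compounds plus 3 SD, cutoff set per screening run, cut at about 20% in these data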;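 also: peak over basal fluorescence ratio from a 100 s FLIPR kinetic read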
FID counter: displaces DNA intercalator in HCV helicase counter-screen | DNA fluorescent intercalator displacement, fluorescence | inhibition, % at 7.9 µM | hit rate 0.17% among 290,000 | AID 1845; in the data active = inhibition above about 37%;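 also: 0% = vehicle and 100% = reference compound; higher means more ethidium bromide displaced from hairpin DNA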
GalR3 antagonist: human GalR3 antagonism; hit rate 0.44% among 360,000; AID 651719; inhibition, % at 3 µM; O60755; HEK293 GalR3-CNG cAMP membrane potential fluorescence; galR3 body fused to GalR1 C-terminus;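 active = inhibition above the screen-wide average plus 3 SD, cut at about 13% in these data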;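 also: forskolin and galanin both at EC90 stimulate the cells; cAMP rise reported by CNG channel membrane potential dye signal; 0% = forskolin plus galanin with DMSO and 100% = forskolin alone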
Target sequence (O60755 1-299 limits assumed): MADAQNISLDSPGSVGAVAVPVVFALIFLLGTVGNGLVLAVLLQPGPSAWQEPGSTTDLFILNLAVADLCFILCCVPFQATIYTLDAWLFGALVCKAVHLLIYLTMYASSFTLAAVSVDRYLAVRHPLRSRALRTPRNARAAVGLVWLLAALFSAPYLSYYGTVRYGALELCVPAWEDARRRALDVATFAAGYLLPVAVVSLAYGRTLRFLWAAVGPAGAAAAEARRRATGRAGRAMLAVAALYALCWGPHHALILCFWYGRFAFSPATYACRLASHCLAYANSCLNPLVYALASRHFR
V1R ag counter: counter-screen for oxytocin receptor agonists: human V1a receptor agonists; P37288; CHO-V1R cells, Fluo-8 calcium fluorescence, agonist mode; 0% DMSO, 100% 3 nM vasopressin; activation, % at 3 µM; hit rate 0.25% among 320,000;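 active = activation above the mean activation of all tested compounds plus 3 SD, per screening run, cut at about 20% in these data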;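 also: signal is peak over basal fluorescence ratio across a 100 second FLIPR read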
Target sequence (P37288 whole entry, looked up): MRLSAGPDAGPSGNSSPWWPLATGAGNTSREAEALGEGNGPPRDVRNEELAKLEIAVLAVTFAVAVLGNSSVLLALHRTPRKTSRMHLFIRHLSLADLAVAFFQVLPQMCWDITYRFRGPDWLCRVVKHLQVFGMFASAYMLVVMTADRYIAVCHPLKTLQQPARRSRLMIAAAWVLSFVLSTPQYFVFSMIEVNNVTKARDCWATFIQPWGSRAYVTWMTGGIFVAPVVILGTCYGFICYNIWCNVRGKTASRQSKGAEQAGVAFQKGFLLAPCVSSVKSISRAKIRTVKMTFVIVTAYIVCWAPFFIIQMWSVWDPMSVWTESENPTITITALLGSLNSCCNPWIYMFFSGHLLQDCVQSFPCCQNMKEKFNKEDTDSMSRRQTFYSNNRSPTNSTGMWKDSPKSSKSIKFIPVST
VIM-2 inhibitor: inhibitors of Pseudomonas aeruginosa VIM-2 metallo-beta-lactamase; purified VIM-2, nitrocefin hydrolysis, epi-absorbance fluorescence; inhibition, % at 5.6 µM; hit rate 0.89% among 290,000;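 active = inhibition above the mean of all tested compounds plus 3 SD, cutoff set per screening run, cut at about 7.5% in these data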;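 also: red hydrolysis product quenches plate fluorescence so inhibitors raise well fluorescence; 0% = enzyme with DMSO and 100% = DMSO without enzyme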
HCV NS3 hel inh: blocks Hepatitis C virus NS3 helicase unwinding; NS3 helicase DNA unwinding, Cy5 molecular beacon fluorescence; inhibition, % at 10.9 µM; hit rate 0.56% among 290,000; AID 1800;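 active = inhibition above the mean of all tested compounds plus 3 SD, set per campaign, cut at about 35% in these data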;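 also: 0% = DMSO wells and 100% = thioflavine S control wells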
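test system = hepatitis C virus NS3 helicase domain fragment enzyme | reagent = annealed dual-labelled DNA beacon duplex, ATP-started | times = 1 h at 25 °C | detection = Cy5 fluorescence, 0 and 60 min reads | read-out basis = percent inhibition from t60/t0 fluorescence ratio | control set = DMSO and thioflavine S | replication = one well per compound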
PHOSPHO1 block: PHOSPHO1 (human) inhibition; Q8TCT1; recombinant PHOSPHO1, absorbance phosphatase assay; inhibition, % at 13.3 µM; hit rate 1.1% among 290,000; AID 1565; in the data active = inhibition above about 60%
An asterisk follows results filed as active; . = no result given. This is a random part of the collection. About 4.3% of those tested had a hit in this group.

SMILES	GPR7 antagonist	IMP-1 inh	OXTR agonist	FID counter	GalR3 antagonist	V1R ag counter	VIM-2 inhibitor	HCV NS3 hel inh	PHOSPHO1 block
COCC(=O)N1CCC(Oc2ccc(C(=O)N(C)C3CCCCC3)cc2)CC1	-10	-3.2	.	-38	-2	.	-2.1	-7	.
CSc1ccccc1NC(=O)Nc1ccc(F)c(Cl)c1	0	1.9	3.8	1	-7	2.9	-2.0	-8	-36
COC(=O)c1cccc(NC(=O)CCCOc2cccc(C)c2)c1	7	-3.4	2.2	-19	-3	0.6	-2.4	-7	2
Cc1ccc(CCNc2ccc3ccccc3c2)cn1	0	-2.7	3.2	-3	2	3.9	1.9	-1	.
CCn1cc(CNC(=O)c2cc(Cl)ccc2OC)c(C)n1	-10	-0.6	3.9	1	-4	0.9	-1.2	4	-2
CC(C(=O)NCc1cccnc1)N1C(=O)c2ccccc2C1=O (stereo not given)	1	-2.0	-0.6	2	1	-0.1	-3.6	2	-26
COC(=O)C1=C(C)NC2=C(C(=O)CC(C)(C)C2)C1c1cccc(C)n1 (stereo not given)	-11	-2.6	-0.1	-4	-2	-0.6	-2.7	2	-15
CC1CN(C(=O)CCC(=O)NCc2ccccc2)c2ccccc2S1 (stereo not given)	16	0.2	-1.0	-33	.	-1.6	0.9	23	15
Cc1nc2ccc(NC(=O)c3ccc(Cl)s3)cc2s1	0	-2.0	0.3	-1	0	0.8	-5.0	0	-7
Cc1cccc(C(=O)N(CCc2ccccc2)Cc2ccccc2)c1[N+](=O)[O-]	24*	-2.1	-1.2	-31	-5	0.1	-3.0	-14	15
CC1CCN(C(=O)CN2C(=O)C(C)(C)Oc3ccc(C(=O)NC4CCCC4)cc32)CC1	-2	-4.3	-1.4	-29	6	-0.6	-3.0	4	-10
COc1ccc(OC(C)C(=O)Nc2cccnc2)cc1 (stereo not given)	-1	-2.5	0.9	-4	-4	1.1	-3.2	2	-4
COc1ccc(Cc2nc3ccc(C(=O)NCCc4ccccn4)cc3o2)cc1OC	22*	1.2	1.6	-36	-1	1.8	-1.6	13	-14
Cc1nc2nc(SCC(=O)O)nn2c(C)c1Cc1ccccc1Cl	-8	-1.8	0.3	-24	-4	1.1	-1.0	-1	-10
O=C(NCc1ccccc1Cl)C1CCN(c2ncnc3c2nc2n3CCCCC2)CC1	-5	-2.6	0.3	-34	-7	0.2	1.2	6	30
Cc1noc(C)c1S(=O)(=O)Nc1ccccc1N1CCOCC1	-16	-3.0	-0.2	-17	2	-2.2	-0.4	1	-21
Cc1ccc(NC(=O)CCC(=O)NNC(=O)C(c2ccccc2)c2ccccc2)c(C)c1	-5	-2.9	-1.1	-5	-5	-0.8	-2.8	-3	0
O=C(CNC(=O)c1ccccc1)OC(C(=O)c1ccccc1)c1ccccc1 (stereo not given)	-8	-2.5	0.6	-16	-1	-0.6	-1.5	-18	2
C(=N\Nc1nncc2ccccc12)/c1ccccn1	-3	6.5*	-0.4	-8	7	0.3	0.8	-8	12
O=[N+]([O-])c1cc(CSC2=NCCN2)ccc1O	-2	-4.9	.	4	0	.	-2.9	-7	8
COc1cc(OC)c(OC)cc1C=NCC1(c2ccccc2)CCCC1	10	0.2	0.7	6	-10	-0.1	1.1	1	27
O=C(NCc1ccco1)C(c1ccccc1)N(Cc1cccnc1)C(=O)Cn1nnc2ccccc21 (stereo not given)	-8	-3.2	-0.5	-17	1	-0.1	-2.6	5	-8
COc1ccc(C(=O)NNC(=O)c2ccc(S(=O)(=O)N3CCOCC3)cc2)cc1	5	-3.0	0.7	0	-5	-0.3	0.8	-5	1
CN1CCN(S(=O)(=O)c2ccc(N(C)CC(=O)Nc3ccc(F)cc3)nc2)CC1	4	-1.4	0.1	4	.	-0.1	-0.8	-7	.
O=C(CCn1cccn1)N1CCCC(N2CCN(c3cccc(C(F)(F)F)c3)CC2)C1 (stereo not given)	-22	-1.9	-0.8	-35	-2	-0.5	0.9	-5	41
Following part
SMILES	GPR7 antagonist	IMP-1 inh	OXTR agonist	FID counter	GalR3 antagonist	V1R ag counter	VIM-2 inhibitor	HCV NS3 hel inh	PHOSPHO1 block
CCCCCC(=O)N(Cc1ccccc1)c1c(N)n(CCOC)c(=O)[nH]c1=O	-7	-1.7	0.1	-8	-2	0.8	-0.6	2	10
N#Cc1cn(-c2ccccc2)nc1-c1ccc2c(c1)OCCO2	-6	-1.8	-1.2	-2	0	0.3	0.5	3	-31
COC(=O)/C(=C\C(=O)c1ccccc1)Nc1cccc(C(F)(F)F)c1	-16	-1.9	-0.1	-5	-6	1.4	0.4	-2	2
CNc1c([N+](=O)[O-])cnn1-c1ccc(Cl)cc1Cl	-5	-3.4	-1.0	-2	-3	-0.1	-3.4	5	19
CSCC[C@H](NC(=O)[C@H](Cc1ccccc1)n1c(=O)[nH]c2ccccc2c1=O)C(=O)N1CCC[C@@H]1C(=O)O	-7	-2.0	0.5	-33	-5	1.2	-0.7	-8	13
Cc1cccc(NC(=S)NCCC(C)C)c1	-1	-2.5	-1.6	-3	-7	-0.2	-2.6	-12	-8
O=S(=O)(c1ccc(Cl)cc1)n1c(Cc2ccccc2)nc2ccccc21	0	-3.9	-0.2	1	0	-0.1	-5.0	-4	-4
O=C1C(NS(=O)(=O)c2ccccc2)=C(N2CCN(c3ccc(F)cc3)CC2)C(=O)c2ccccc21	-15	-2.5	-1.7	-7	0	-1.2	-0.6	0	-110
NC(=O)CC[C@@H]1NC(=O)[C@H](CO)NC(=O)c2cc([N+](=O)[O-])cc(I)c2NCC[C@@H](C(N)=O)NC1=O	6	-1.1	-0.1	-6	1	0.7	-0.5	0	28
CC(C)c1ccc(C(O)P(=O)(OC2CCCCC2)OC2CCCCC2)cc1 (stereo not given)	-11	-2.1	-2.4	-35	-5	-1.1	-1.4	3	28
CCCCn1nc(C(=O)NC2=NCCS2)c2ccccc2c1=O	1	-4.8	-1.3	-8	-3	-0.7	-2.5	-9	-3
O=C(COc1ccccc1F)NCc1nc2ccccc2[nH]1	-4	-3.4	-0.9	-3	7	0.4	-2.1	2	48
CCOc1ccc(/C=C2\SC(N3CCc4ccccc4C3)=NC2=O)cc1	4	-4.3	-2.0	-3	-11	0.9	0.0	-11	-7
Cc1ccc(NC(=O)C(C)N2C(=O)c3ccccc3C2=O)nc1 (stereo not given)	4	-1.7	-0.2	-1	-1	0.1	-0.6	-19	26
COc1cc(/C=N/NC(=O)c2c(-c3ccccc3)noc2C)ccc1O	1	-2.6	0.3	-2	3	0.7	-3.1	1	-9
O=C(CSc1cccc[n+]1[O-])N1CCCCCC1	-7	-1.4	0.6	-2	1	0.9	-2.1	-7	17
Nc1cccc(Cl)c1N1CCOCC1	-1	1.1	-0.2	-1	-4	1.0	-1.6	6	15
CCC(=O)Nc1ccc(S(=O)(=O)N2CCOCC2)cc1	5	-2.1	-0.5	5	-2	0.1	-2.1	21	11
CN(c1ccc(OCC(=O)NCc2cccnc2)cc1)S(=O)(=O)c1ccc(Cl)cc1	-2	-2.4	-1.6	-23	7	1.9	-2.0	-4	36
CCOC(=O)c1c(S(=O)(=O)N2CCN(C)CC2)c(C)n(C)c1C	-18	-2.4	0.4	1	-7	-0.1	0.3	4	50
COc1cc(CN(CC2CCCO2)C(=O)c2cccs2)cc(OC)c1OC (stereo not given)	-13	0.1	1.6	-30	-8	2.2	-1.2	3	34
COc1cc(C=O)c(Br)cc1OCc1ccc(C)cc1	-9	-1.0	-0.7	1	-5	0.5	0.8	3	24
Cc1cnc(C(=O)Oc2c(C)ccc(C)c2C)cn1	-3	-2.6	-1.4	-1	0	-0.3	-1.4	9	141*
N#Cc1c2c(c(-n3cnc4ccccc43)n3c1nc1ccccc13)CCC2	1	-1.6	-0.5	-2	-3	0.2	-3.0	6	32
Cc1ccc(SCC(=O)NC(=O)NCCC(C)C)c(C)c1	-4	-1.9	-0.1	-20	-5	-0.2	0.5	10	23
Additional structures follow.
SMILES	GPR7 antagonist	IMP-1 inh	OXTR agonist	FID counter	GalR3 antagonist	V1R ag counter	VIM-2 inhibitor	HCV NS3 hel inh	PHOSPHO1 block
Cc1ccc(-c2cc(-c3ccccc3)nc(N(C)N)n2)cc1	-13	-3.4	-1.0	-5	-9	-0.1	-3.6	-15	25
Cc1nc2c(C)cccc2c2c1CCS2	-6	-2.8	-1.0	-1	0	-0.4	-2.6	-6	3
Cc1ccc(N(CC(=O)NCc2ccccc2Cl)S(=O)(=O)c2c(C)noc2C)cc1	13	-0.8	-1.3	-39	-8	1.2	-1.4	-23	14
C[C@H]1CCC(=O)N([C@H](CC#N)Cc2ccccc2)CC1	0	-0.9	-0.7	-8	0	0.3	0.9	4	-19
COc1cc(NC(=O)C2CCC(=O)N2S(=O)(=O)c2ccc(C)cc2)cc(OC)c1 (stereo not given)	-4	-3.4	1.0	-21	-5	1.4	-0.5	0	28
Cc1ccc(SCc2cc(=O)[nH]c(Nc3nc(C)c4ccccc4n3)n2)cc1	-8	-5.0	-1.8	-1	2	0.6	-2.8	0	12
Cc1ccc(NC(=O)COC(=O)CN2C(=O)c3ccccc3C2=O)cc1S(=O)(=O)N(C)C	-2	-1.4	0.2	-7	-7	0.6	-1.6	15	1
O=C(NCc1cn2ccccc2n1)c1ccc2c(c1)OCO2	0	-2.9	1.4	2	-4	-0.3	-5.3	8	-3
Cc1ccc(Nc2nc(Cl)c(C=O)s2)cc1	-5	-3.2	-2.2	5	1	-0.8	-1.2	4	51
N/C(=N\OC(=O)CCCOc1ccccc1)c1cccc(Br)c1	-2	-3.7	0.1	0	5	0.2	-3.5	11	13
CC1(C)C(=O)CC[C@]2(C)C3C(=O)C=C4[C@H]5C[C@@](C)(C(=O)O)CC[C@]5(C)CC[C@]4(C)[C@]3(C)CC[C@@H]12 (stereo not given in full)	.	.	-0.6	.	0	1.2	.	.	0
CCCCCCCCCCNC(=O)CCn1[nH]c(=O)c2ccccc2c1=O	-7	-1.3	-0.8	-10	-4	0.2	-1.7	7	.
CCN(CC)CCCNc1nc2ccccc2c2nc(-c3ccncc3)nn12	-11	-1.1	1.5	29	-3	0.9	28*	14	.
CC(C)N(C(=O)CSc1nnc(NC(=O)C2CCC2)s1)C(C)C	0	-2.6	-1.1	-16	-1	-0.1	-1.6	-6	27
CCc1ccc(NC(=O)Cc2c(C(=O)O)n(C)c3ccccc23)cc1	-15	-1.8	-0.3	-34	-1	0.2	-2.8	37*	-7
COc1ccc(-c2ccc(-c3nnc(-c4cc(OC)ccc4OC)o3)cc2)cc1	0	-1.6	0.8	2	-3	2.8	-2.7	-6	-16
Cc1ccc2[nH]c(=O)c(CN(Cc3cccnc3)Cc3nnnn3CC3CCCO3)cc2c1 (stereo not given)	-3	-3.6	-0.1	-33	0	-0.1	-2.6	3	53

Entries above shown as hits in GPR7 antagonist:
Structure	GPR7 antagonist	IMP-1 inh	GalR3 antagonist	VIM-2 inhibitor	HCV NS3 hel inh	PHOSPHO1 block
Cc1cccc(C(=O)N(CCc2ccccc2)Cc2ccccc2)c1[N+](=O)[O-]	24*	-2.1	-5	-3.0	-14	15
COc1ccc(Cc2nc3ccc(C(=O)NCCc4ccccn4)cc3o2)cc1OC	22*	1.2	-1	-1.6	13	-14
